# TEAD-YAP inh = TEAD-YAP interaction inhibition, primary screen, TEAD-YAP interaction inhibitor project, luminescence, HEK-TIYL cells. 640,000 tested, 1.4% active. inhibition, % at 9.12 µM. TEAD-Gal4/YAP UAS-luciferase luminescence; in the data active = inhibition above about 32%;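 also: 0% = median of test compound wells and 100% = reference inhibitor wells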
# GPR151 activ = activators of human GPR151, primary screen, cell-based, PathHunter beta-arrestin, luminescence | 650,000 tested, 1% active | G-protein coupled receptor 151 (Homo sapiens), Q8TDV0 | activation, % at 11.2 µM | PathHunter beta-arrestin GPR151 cells; in the data active = activation above about 4.9%;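 also: 0% = median of compound wells and 100% = cells with positive control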
# Target sequence (Q8TDV0 whole entry, looked up): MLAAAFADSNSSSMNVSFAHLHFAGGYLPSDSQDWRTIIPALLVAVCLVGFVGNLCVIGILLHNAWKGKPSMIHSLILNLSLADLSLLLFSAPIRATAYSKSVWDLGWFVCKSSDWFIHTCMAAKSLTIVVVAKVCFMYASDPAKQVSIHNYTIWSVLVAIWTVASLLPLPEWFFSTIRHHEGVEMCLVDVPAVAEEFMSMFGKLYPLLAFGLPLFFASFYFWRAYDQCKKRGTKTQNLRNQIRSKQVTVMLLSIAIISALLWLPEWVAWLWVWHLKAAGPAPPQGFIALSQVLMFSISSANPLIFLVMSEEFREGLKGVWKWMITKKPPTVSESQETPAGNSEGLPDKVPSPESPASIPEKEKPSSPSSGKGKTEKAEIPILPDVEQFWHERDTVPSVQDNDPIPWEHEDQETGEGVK
# FBW7 activator = FBW7 E3 ligase activators, primary screen, biochemical, AlphaScreen, human. AlphaScreen FBW7–phospho-cyclin E peptide binding, activator screen. 650,000 tested, 0.13% active. normalized activity (activation), % at 26.1 µM. F-box/WD repeat-containing protein 7 (Homo sapiens), Q969H0; in the data active = normalized activity above about 1.9%;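 also: purified mutant Fbw7 with reduced substrate affinity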
# Target sequence (Q969H0 whole entry, looked up): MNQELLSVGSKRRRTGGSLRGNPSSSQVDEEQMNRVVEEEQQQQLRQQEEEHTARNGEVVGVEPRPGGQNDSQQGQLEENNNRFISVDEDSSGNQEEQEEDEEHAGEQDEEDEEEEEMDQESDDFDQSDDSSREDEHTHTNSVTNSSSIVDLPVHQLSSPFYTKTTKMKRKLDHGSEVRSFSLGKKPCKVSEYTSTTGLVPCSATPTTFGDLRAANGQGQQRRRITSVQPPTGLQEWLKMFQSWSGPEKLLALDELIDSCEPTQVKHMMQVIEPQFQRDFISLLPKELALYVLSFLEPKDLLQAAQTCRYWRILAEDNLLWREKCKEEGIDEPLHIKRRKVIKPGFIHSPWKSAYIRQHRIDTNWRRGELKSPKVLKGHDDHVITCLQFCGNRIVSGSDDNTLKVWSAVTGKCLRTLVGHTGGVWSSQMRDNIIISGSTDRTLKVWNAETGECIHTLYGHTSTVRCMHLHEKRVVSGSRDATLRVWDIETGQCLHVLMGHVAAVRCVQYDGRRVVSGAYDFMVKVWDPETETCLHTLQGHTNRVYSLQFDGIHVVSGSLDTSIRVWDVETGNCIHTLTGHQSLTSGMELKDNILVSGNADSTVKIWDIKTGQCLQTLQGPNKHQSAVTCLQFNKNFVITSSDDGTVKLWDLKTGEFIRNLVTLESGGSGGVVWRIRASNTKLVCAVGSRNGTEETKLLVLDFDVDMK
# MITF inh = MITF inhibitors, primary screen, biochemical, AlphaScreen, human | AlphaScreen MITF homodimerization, bead proximity signal | inhibition, % at 2.6 µM | 650,000 tested, 0.91% active; in the data active = inhibition above about 50%;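 also: 0% = vehicle wells with protein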
# An asterisk follows results filed as active; & = joins results of further samples.
SMILES,TEAD-YAP inh,GPR151 activ,FBW7 activator,MITF inh
CC1=CCC2C(=O)N(c3cccc(O)c3)C(=O)C2C1 (stereo unspecified),-2.7,0.0,0.0,2.7
CC1CCN(CCNC(=O)CN(C)S(=O)(=O)c2cccc3nsnc23)CC1,5.2,-0.1,0.0,-0.9
CCCNC(=O)NC(=O)COC(=O)c1cc(-c2ccc(C)o2)nc2ccccc12,1.9,-2.0,0.0,5.2
O=C(CN(Cc1ccco1)C(=O)C(=O)Nc1ccc2c(c1)OCO2)NC1CCCCC1,-6.4,-1.0,-0.1,-5.0
O=C(O)CCC(=O)Nc1cccc(C(=O)O)c1,0.6,-0.3,0.0,4.8
Fc1cc(-c2nc(Nc3ccc(-n4ccnc4)cc3)ncc2F)cc(N2CCOCC2)c1,57.4*,-0.7,-0.1,-4.3
CC(C)(C)N(Cc1ccccc1)C(=O)COC(=O)c1cc2ccccc2oc1=O,-47.8,0.4,0.1,3.0
COc1ccc(CN2CCOc3ccc(C(O)c4cccnc4)cc3C2)cc1C (stereo unspecified),-5.7,-0.5,0.6,22.9
C=Cc1ccc(Cn2c(C)c(CNCCc3ccccc3Cl)c(C(=O)O)c2C)cc1,-7.3,0.8,-0.3,12.0
NC(=O)Cn1nnc(-c2ccccc2NC(=O)c2cccs2)n1,-2.8,0.9,0.0,-0.7
NC(=O)c1c(Cl)nsc1-c1ccccc1,-7.0,2.0,0.1,11.8
CCCC(CCC)C(=O)Nc1cc(C)nn1-c1nc2c(cnn2-c2cccc(C)c2C)c(=O)[nH]1,6.1,3.3,0.9,13.8
Cc1ccc(NC(=O)CCS(=O)(=O)c2ccc3c(c2)n(C)c(=O)c(=O)n3C)cc1,-4.7,4.5,-0.1,4.5
O=C(N/N=C/c1sc(=O)n(-c2ccccc2)c1Cl)c1ccc(F)cc1,9.0,0.3,-0.2,-3.2
COC(=O)CN1C(=S)N(c2ccc(OC)cc2)C(=O)/C1=C/c1ccc2c(c1)OCO2,-4.4,0.0,0.3,18.8
CC(=O)c1ccc(NC(=O)NCc2noc3ccccc23)cc1,-14.9,0.2,-0.2,11.4
CCOc1ccc2c(C(F)(F)F)cc(=O)oc2c1C,8.9,-1.2,0.5,18.6
CC(=O)NC1(c2ccc(F)cc2)CCN(C(=O)C(C)(C)C)CC1,-1.8,0.3,0.0,-3.9
CCOC(=O)N1CCc2c(sc(NCc3ccccc3OCC)c2C(=O)Nc2ccc(OCC)cc2)C1,7.4,-0.7,-0.1,5.7
O=C(Nc1ccc(-c2ccc([N+](=O)[O-])cc2)cc1)c1ccc(Cl)cc1Cl,-8.2,1.0,0.0,-3.3
Cc1c(Cl)cccc1-n1c(SCc2ccccc2Cl)nc2[nH]ncc2c1=O,-7.6,1.9,0.0,10.9
CC(C)n1c(Nc2nccc3ccccc23)nc2c(NCc3cccc(C(F)(F)F)c3)ncnc21,3.1,0.7,0.0,-4.9
Cc1cc(NCCCN2CCCC2=O)nc(Nc2ccncn2)n1,-17.5,2.5,0.3,-0.6
O=C(NC(=S)NCC1CCCO1)c1cccc([N+](=O)[O-])c1 (stereo unspecified),2.0,0.7,-0.2,0.8
Brc1ccc(-n2cc(-c3ccncc3)cn2)cc1,-80.3,-0.3,0.2,-1.5

# In a second layout: entries from further up
SMILES | TEAD-YAP inh | GPR151 activ | FBW7 activator | MITF inh
Cc1ccc(NC(=O)CCS(=O)(=O)c2ccc3c(c2)n(C)c(=O)c(=O)n3C)cc1 | -4.7 | 4.5 | -0.1 | 4.5
O=C(N/N=C/c1sc(=O)n(-c2ccccc2)c1Cl)c1ccc(F)cc1 | 9.0 | 0.3 | -0.2 | -3.2
COC(=O)CN1C(=S)N(c2ccc(OC)cc2)C(=O)/C1=C/c1ccc2c(c1)OCO2 | -4.4 | 0.0 | 0.3 | 18.8
CC(=O)c1ccc(NC(=O)NCc2noc3ccccc23)cc1 | -14.9 | 0.2 | -0.2 | 11.4
CCOc1ccc2c(C(F)(F)F)cc(=O)oc2c1C | 8.9 | -1.2 | 0.5 | 18.6
CC(=O)NC1(c2ccc(F)cc2)CCN(C(=O)C(C)(C)C)CC1 | -1.8 | 0.3 | 0.0 | -3.9

# (continued)
SMILES,TEAD-YAP inh,GPR151 activ,FBW7 activator,MITF inh
COc1cc(OC)c(OC)cc1CN1CCC2(CC1)CC2C(=O)N(C)Cc1cscn1 (stereo unspecified),0.4,-0.2,0.0,6.8
COc1ccc(NC(=O)CCC(=O)OCc2ccc(Cl)c(Cl)c2)cc1,8.3,3.5,0.4,13.9
CCCN(CCC)CCn1cnc2c([nH]c3ccccc32)c1=O,2.9,1.6,-0.1,5.2
Cc1nc(N2CCCCC2)c2c(C)c(C(=O)Nc3cnc4ccccc4c3)sc2n1,-3.5,-0.1,0.1,13.2
Cc1ccc(-c2cnc3ccc(NC4CCOCC4)nn23)cc1C,1.5,0.2,0.0,15.4
O=[N+]([O-])c1ccc2c(c1)N([O-])C1(CCCC1)[N+]2=O,-6.7,1.0,-1.0,14.1
O=C(/C=C/c1ccccc1)Nc1cc2cccc([N+](=O)[O-])c2oc1=O,2.5,2.0,0.0,2.8
O=C1NC2(CCN(CC3CCC=CO3)CC2)Oc2ccccc21 (stereo unspecified),2.5,-0.2,0.1,5.9
COc1cc(C)c(CN2C[C@@H](n3cnnn3)C[C@H]2C(=O)NC2CCCCCC2)cc1C,4.9,-0.2,-0.1,8.9
Cc1ccsc1CN1CCc2nnc(CCNC(=O)COc3ccccc3)n2CC1,-6.3,-0.1,0.0,2.2
COc1ccc2c(c1)c(CC(=O)N1CCN(C(=O)c3ccccc3)CC1)c(C)n2C(=O)c1ccc(Cl)cc1,4.9,2.0,0.2,-5.3
Cc1[nH]nc(-c2ccc(O)cc2O)c1-c1nc2ccccc2s1,-8.4,-1.2,0.6,15.5
O=C1N(c2ccccc2)C(c2ccc(Cl)cc2)C1(F)F (stereo unspecified),2.4,1.5,-0.2,-2.2
CC(=O)c1ccc(NC(=O)c2ccccc2NS(=O)(=O)c2ccc(F)cc2)cc1,-21.7,1.7,-0.1,5.4
COc1cc(/C=N\S(=O)(=O)c2cccs2)cc(Br)c1O,-3.7,-2.6,0.3,26.9
COc1ccc(S(=O)(=O)N2CCC(C(=O)NCC(C)(C)CN(C)C)CC2)cc1,7.2,-0.3,0.1,0.9
O=C(Nc1ccc(S(=O)(=O)N2CCC(c3nc4ccccc4[nH]3)CC2)cc1)c1ccc(F)c(F)c1,14.7,0.5,-0.2,-11.8
Cc1ccc(O)c(NC(=O)c2ccc(Br)c(S(=O)(=O)N3CCCCC3)c2)c1,-20.4,1.3,-0.1,2.0
Cc1cc(C)nc(N2CCC(CNC(=O)c3ccc(Cl)cc3)CC2)n1,-0.7,-0.3,0.1,13.0
CC(C)N(C(=O)Cn1nc(-c2cccc3ncccc23)oc1=O)C(C)C,13.6,1.2,0.9,3.6
COc1ccc(C(=O)Nc2nc(-c3cc4cc(OC)ccc4o3)cs2)cc1,10.2,0.2,-0.2,-8.4
O=C(/C=C/c1ccc(I)cc1)c1ccncc1,-3.9,1.8,-0.3,-1.5
CN(C)c1cc2c(cnn2-c2cccc(C(=O)NCCN3CCOCC3)c2)cc1Nc1ccccc1,-2.2,1.1,-0.4,4.9
COc1ccc(N(CC(=O)N2CCc3ccccc32)S(=O)(=O)c2ccccc2F)cc1,-2.1,-1.8,0.0,-5.4
COc1ccc(C2=NN(c3nc(-c4ccc(C)cc4)cs3)C(c3ccc(Cl)cc3Cl)C2)cc1F (stereo unspecified),-1.2,0.8,-0.1,6.9

# (list continues)
SMILES,TEAD-YAP inh,GPR151 activ,FBW7 activator,MITF inh
Cc1ccc(/C=C2\SC(=O)N(CC(=O)c3ccccc3)C2=O)cc1,-1.3,-0.6,0.0,-4.0
NC(=O)c1ccc(NC(=O)C2CC2C(=O)O)cc1 (stereo unspecified),1.9,3.0,-0.1,2.7
Cc1ccc(C(=O)/C=C/c2ccc(-c3cccc(C(F)(F)F)c3)o2)cc1,5.8,1.7,0.1,-1.1
O=C(Cn1nnc2c(cnn2-c2ccc(F)cc2)c1=O)c1ccccc1F,7.9,3.5,0.2,7.9
CCOC(=O)C1CCN(c2nc(N)c3c(N)nc(SCC(=O)O)cc3c2C#N)CC1,0.7,-1.8,-0.5,14.5
O=C1NC(=S)N/C1=C\c1ccc(-c2cccc([N+](=O)[O-])c2)o1,-2.9,-0.8,-0.1,-5.5
CCC(C)(C)C1CCc2c(sc(NC(=O)c3c(-c4ccccc4Cl)noc3C)c2C#N)C1 (stereo unspecified),9.1,-0.5,0.3,-9.5
O=C(Nc1ccc(Cl)cc1Cl)c1cc2nc(-c3ccc(Cl)cc3)cc(C(F)(F)F)n2n1,8.8,0.3,0.1,10.8
Cc1ccccc1NC(=O)C(=O)NCC(c1ccc2c(c1)OCO2)N1CCN(C)CC1 (stereo unspecified),-9.7,5.7*,-0.2,1.5
CCOC(=O)CSc1nc2c(c(=O)n1-c1ccccc1C)C1(CCCC1)Cc1ccccc1-2,-0.4,1.9,0.1,8.2
Cc1ccc(C(=O)NC(C(=O)NCc2ccccc2)C23CC4CC(CC(C4)C2)C3)cc1 (stereo unspecified),-4.0,0.2,0.2,17.3
COc1cccc(OC)c1C(=O)Nc1cccc(C(F)(F)F)c1,-6.4,-1.3,0.0,1.0
CCc1cccc(NS(=O)(=O)c2c(C)nc3sc(CC)nn3c2=O)c1,11.4,-0.8,0.0,-0.3
COCc1ccc(CN2CCC(N3CCC(C(=O)NCC4CCCO4)CC3)CC2)o1 (stereo unspecified),5.2,-0.2,-0.2,-3.7
COc1ccc(/C=C2\Oc3c(ccc(OC(C)=O)c3C)C2=O)cc1OC,3.5,1.0,-0.2,-0.7
CCOc1c(Cl)cc(/C=C2/NC(=O)NC2=O)cc1Cl,-4.1,1.9,-0.2,-13.1
Cc1cc(Cl)ccc1NC(=O)C(=O)NC(C)C,-6.7,-0.5,0.4,7.1
CCCCNC1CCN(c2nc(C)c3cc(C)ccc3n2)CC1,1.5,-0.6,0.0,2.5
CN(C)C(=O)CSc1nnc(-c2ccncc2)n1C,8.0,0.7,0.5,22.3
CSc1nnc(-c2ccccc2NC(=O)c2ccccc2)c(=O)[nH]1,-2.5,2.1,0.0,-9.0
O=c1[nH]c(SCc2ccccc2)nc2ccccc12,-10.5&-9.8,-1.0&0.3,0.1&-0.1,6.4&-14.5
CCOC(=O)c1cnc2c(OC)cccc2c1NCc1cccnc1,12.5,-0.5,0.0,7.5
CC(=O)Oc1ccc(N2C(=O)c3ccc(C(=O)Nc4ccccc4I)cc3C2=O)cc1,-2.0,-1.1,-0.1,-6.3
S=C(N=P(c1ccccc1)(N1CCOCC1)N1CCOCC1)N1CCCCC1,0.9,0.3,0.2,20.2
Cc1ccccc1-c1cc(C(=O)NCCN(C)C)c2ccccc2n1,5.6,-2.3,0.1,-25.6

# (listing goes on)
SMILES,TEAD-YAP inh,GPR151 activ,FBW7 activator,MITF inh
O=C(Nc1nc2c(ncn2C(CO)OC(CO)CO)c(=O)[nH]1)c1ccccc1 (stereo unspecified),1.5,-1.4,-0.2,-4.3
COc1cc2c(cc1OC)n(CC(=O)NC1CCCC(C)C1C)n1c(C)cc(=O)nc21 (stereo unspecified),-1.8,1.3,0.0,3.9
COc1cc(C2C(C(=O)Nc3ccccc3)=C(C)Nc3ncnn32)ccc1OC(=O)c1ccccc1 (stereo unspecified),3.3,0.1,0.6,11.3
NC(=O)CSc1nc2ccc(N3C(=O)c4ccc([N+](=O)[O-])cc4C3=O)cc2s1,-0.8,-0.4,0.9,3.5
O=C(Nc1ccc(Cl)cc1C(=O)O)c1cccc(N2C(=O)c3cccc4c([N+](=O)[O-])ccc(c34)C2=O)c1,6.3,-0.9,0.2,21.9
O=C(NCC1CCCO1)C1CCN(S(=O)(=O)N2CCOCC2)CC1 (stereo unspecified),-8.0,0.6,-0.2,-1.2
COc1ccc(C=C2C(=O)OC(C)(C(C)(C)C)OC2=O)cc1OC (stereo unspecified),10.5,1.0,0.1,8.2
C=CCNC(=S)NNC(=O)COc1c(Cl)cc(Cl)cc1Cl,10.3,0.9,0.0,14.4
O=c1/c(=C/c2ccccc2)sc2nncn12,3.4&10.3,-2.6&0.3,0.0&0.2,6.6&5.0
CC(=O)N1CCc2nc(-c3ccncc3)nc(N3CCCC3)c2C1,-7.0,0.3,0.1,2.6
CN(Cc1ccccc1)c1ccnc2c(-c3cccc(CO)c3)cnn12,76.2*,0.2,-0.1,-18.1
C=C(C)COc1ccc(/C=C(/NC(=O)c2ccccc2)C(=O)O)cc1OCC,3.5,0.2,-0.2,-13.9
CC(Oc1ccc(Br)cc1)C(=O)NCc1ccc(F)cc1 (stereo unspecified),2.3,1.1,0.1,-12.6
COc1ccc(OC)c(C2C(C#N)=C(N)Oc3cc(O)c(Cl)cc32)c1 (stereo unspecified),-5.6,-0.9,-0.2,-4.0
CC(C)(C)OC(=O)N1CCC[C@@H](CNC(=O)c2cccs2)C1,6.9,-0.6,0.7,12.2
COc1cc(CN2CCN(Cc3ccc(F)cc3)C(CCO)C2)cc(OC)c1OC (stereo unspecified),-3.8,1.5,0.1,-15.8
COc1ccc(-c2cc(=O)n(CC(=O)Nc3ccncc3)cn2)cc1,10.1,2.2,-1.0,-1.6
O=C1NC2(CCN(C(=O)CC34CC5CC(CC(O)(C5)C3)C4)CC2)Oc2ccccc21,4.3,-0.6,0.1,-10.2
O=c1[nH]c(-c2ccc(OCc3ccccc3F)cc2)nc2sc3c(c12)CCCC3,11.0,0.9,0.2,4.2
Cc1ccc(N=c2oc3ccc4ccccc4c3cc2-c2nc(-c3ccc(Br)cc3)cs2)cc1,-5.2,1.7,0.0,-10.8
